# Screening data: PubChem, The Scripps Research Institute Molecular Screening Center
# OX1R antag-1: antagonists of human orexin 1 receptor (OX1R). Orexin/Hypocretin receptor type 1 (Homo sapiens), O43613. OX1R-expressing cells, FRET antagonist read-out. inhibition, % at 6.6 µM. 330,000 tested, 1.8% active. AID 485270, 2010; in the data active means inhibition mostly above about 38%, no sharp cut-off; inactive means mostly below about 40%;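 further: 0% = agonist challenge alone and 100% = reference antagonist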
# Target sequence (O43613 whole entry, looked up): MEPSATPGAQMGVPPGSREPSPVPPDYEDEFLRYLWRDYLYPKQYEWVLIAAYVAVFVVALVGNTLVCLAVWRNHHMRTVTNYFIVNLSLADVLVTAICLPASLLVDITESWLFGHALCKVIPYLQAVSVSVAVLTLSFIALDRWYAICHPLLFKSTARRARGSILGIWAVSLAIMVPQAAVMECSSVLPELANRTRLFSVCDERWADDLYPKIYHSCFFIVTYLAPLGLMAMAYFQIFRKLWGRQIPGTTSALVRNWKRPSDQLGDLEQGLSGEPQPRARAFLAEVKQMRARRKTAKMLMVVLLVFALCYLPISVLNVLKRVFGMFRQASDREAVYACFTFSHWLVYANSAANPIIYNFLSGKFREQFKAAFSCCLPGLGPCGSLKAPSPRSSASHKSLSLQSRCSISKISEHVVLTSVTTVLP
# OX1R antag-2: OX1R (HCRTR1) antagonists, primary screen, fluorescence, CHO/OX1R cells, Fluo-8 calcium, orexin A. 330,000 tested, 0.43% active. AID 434989, 2010. Fluo-8 calcium fluorescence. Orexin/Hypocretin receptor type 1 (Homo sapiens), O43613. inhibition, % at 5 µM;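 active means inhibition above its plate's threshold, mean inhibition of all tested compounds on the plate plus 3 SD, cut at about 37% in these data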;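 further: 0% = orexin A challenge wells and 100% = SB-334867-A antagonist wells; not every result past the cut was called active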
# * = called active by the depositor.
# Start of the data: the first two records, ahead of the listing:
SMILES,OX1R antag-1,OX1R antag-2
COc1cccc(CNC(=O)c2cccc(Br)c2)c1,13,-14
Cc1ccc(C(C)C)cc1OCC(=O)Nc1nnc(C2CC2)s1,12,-36

# All compounds of this part, from the first entry:
SMILES,OX1R antag-1,OX1R antag-2
COc1cccc(CNC(=O)c2cccc(Br)c2)c1,13,-14
Cc1ccc(C(C)C)cc1OCC(=O)Nc1nnc(C2CC2)s1,12,-36
O=c1[nH]c2cc([N+](=O)[O-])c([N+](=O)[O-])cc2[nH]c1=O,56*,0
COCCn1c(-c2ccc(F)cc2)nc2oc3cc(OC)ccc3c(=O)c2c1=O,1,-23
Cc1ccc(S(=O)(=O)N(Cc2cccc(F)c2)C(=O)N2CCN(C)CC2)cc1,-2,14
COc1ccc(NC(=O)CN(C)C(=O)/C=C/c2cn(-c3ccccc3)nc2-c2ccc(F)cc2)cc1,11,-30
O=C(COC(=O)c1ccc(F)cc1F)NCCC1=CCCCC1,5,-9
Cc1cc(C(=O)Nc2ccccc2C#N)n(-c2ccccc2)n1,7,-15
O=C(CC1(O)C(=O)N(Cc2ccc3c(c2)OCO3)c2ccccc21)c1ccccc1 (configuration not stated),9,-30
O=C(Nc1cc(S(=O)(=O)N2CCOCC2)ccc1O)c1ccc(S(=O)(=O)N2CCCCC2)cc1,-4,2
C[C@H]1CN([C@@H](C)CO)C(=O)c2cccc(NC(=O)c3cnccn3)c2O[C@@H]1CN(C)C(=O)Nc1ccc2c(c1)OCO2,2,-17
CCOc1ccc2cc(C#N)c(SCC(=O)N3CCOCC3)nc2c1,4,-17
COc1ccc(NS(=O)(=O)c2ccc3c(c2)NC(=O)CO3)c(OC)c1,6,3
O=C(CCC(=O)c1cccs1)OCC(=O)N1CCN(C(=O)c2ccco2)CC1,23,-1
CN(C)c1ccc(C(CNS(=O)(=O)c2ccc3ccccc3c2)c2c[nH]c3ccccc23)cc1 (configuration not stated),3,-10
CCN(CC)CCN1C(=O)/C(=C\c2ccc(Cl)c([N+](=O)[O-])c2)SC1=Nc1ccc(OC)cc1,30,10
O=C(COC(=O)Cc1ccc(Br)cc1)Nc1ccc(N2CCOCC2)cc1,3,-15
CCN(Cc1ccccc1)C(=O)Cc1c[nH]c2ccccc12,32,-7
COC(=O)c1cc(OC)c(OC)cc1N1C(=O)CC(C)(C)CC1=O,-8,10
COc1ccc(OC)c(S(=O)(=O)Nc2ccc(F)cc2)c1,-2,-6
Cc1ccc(Nc2nc(NCCO)c3ccccc3n2)cc1C,-4,-23
CC(=O)c1ccc(NC(=S)Nc2ccc3cn[nH]c3c2)cc1,17,-2
COC(=O)c1ccccc1NC(=O)Cn1c(-c2nonc2N)nc2ccccc21,19,-26
CN(C)c1ccc(C2CC(=O)C=C(Nc3ccccc3N)C2)cc1 (configuration not stated),15,-31

# Exported with each value named: two of the compounds above.
SMILES: O=C(CCC(=O)c1cccs1)OCC(=O)N1CCN(C(=O)c2ccco2)CC1
  OX1R antag-1: 23
  OX1R antag-2: -1
SMILES: CN(C)c1ccc(C(CNS(=O)(=O)c2ccc3ccccc3c2)c2c[nH]c3ccccc23)cc1 (configuration not stated)
  OX1R antag-1: 3
  OX1R antag-2: -10

# More structures follow:
SMILES,OX1R antag-1,OX1R antag-2
COc1ccc(-n2c(C)cc(C(=O)CSc3nnc(-c4cccs4)o3)c2C)cc1,39*,-18
Cc1ccc2nc(SCC(=O)c3cc(C)n(C)c3C)[nH]c2c1,26,-32
O=C(NCCCn1ccnc1)c1cnn2c1NC(c1ccccc1)CC2C(F)(F)F (configuration not stated),13,-23
Cn1c(CC(=O)Nc2ccccc2Cl)nnc1SCC(=O)Nc1nncs1,16,-2
CC(C)c1ccc(N(CC(=O)NCCSC(C)(C)C)S(C)(=O)=O)cc1,7,-32
CCOC(=O)CSc1nc2c(cnn2-c2ccc(Cl)cc2)c(=O)[nH]1,2,-14
CCCC(=O)c1ccc(N2CCN(S(=O)(=O)c3ccccc3)CC2)c(F)c1,16,-19
COc1ccc(CNC(=O)C(C)N2CCN(c3ccc(C(C)=O)cc3)CC2)cc1 (configuration not stated),17,-21
CCOC(=O)CSc1nnc(CNC(=O)c2ccccc2OC)n1-c1ccc(OC)cc1,15,-6
CNc1cc(C(F)(F)F)nc(-c2ccccn2)n1,11,-6
Cc1ccc(N(C(=O)CNC(=O)c2ccco2)C(C(=O)NC2CCCC2)c2ccncc2)c(C)c1 (configuration not stated),7,-10
O=C(N=Nc1c(O)[nH]c2ccccc12)c1cc(-c2cccs2)[nH]n1,66*,9
O=C(NCc1ccc(Cl)cc1Cl)c1ccc2nc[nH]c2c1,26,-9
CCCCn1c(N)c(N(CCOC)C(=O)CN2C(=O)c3ccccc3C2=O)c(=O)[nH]c1=O,12,-11
O=C(O)c1cn(Cc2ccccn2)c(=O)c2ccccc12,0,-16
O=C(c1ccc(COc2c(F)c(F)c(F)c(F)c2F)o1)N1CCN(Cc2ccc3c(c2)OCO3)CC1,40,-30
N=c1n(Cc2ccccc2)c2ccccc2n1CC(O)c1ccco1 (configuration not stated),0,-9
COCCOC(=O)c1c(C)nc(SCC(=O)Nc2ccc(C)cc2)c(C#N)c1-c1ccco1,30,-19
COc1ccc2oc(-c3ccccc3[N+](=O)[O-])cc(=O)c2c1,29,-32
O=C(COC(=O)C1CCC1)Nc1cccc(S(=O)(=O)N2CCOCC2)c1,17,-15
CCOc1ccc2nc(NC(=O)CS(=O)(=O)c3ccccc3)sc2c1,14,-5
Cc1ccc(-c2cc(C(=O)N3CCN(c4ncccn4)CC3)c3ccccc3n2)cc1,13,-35
COc1cccc(-c2cc(C(F)(F)F)n3ncc(C(=O)N4CCc5ccccc5C4)c3n2)c1,9,-28
Cc1cc(C)cc(NC(=O)OCCN2CCN(Cc3ccccc3)CCC2=O)c1,16,-19
O=C(CSc1nnnn1C1CCCC1)N1CCCc2ccccc21,5,-15
CCCCCNC(=O)c1ccc2c(=O)[nH]c3c(C(=O)NCC4CCCO4)sc(=S)n3c2c1 (configuration not stated),79*,-27
Cc1cccc(-n2c(CNC(=O)c3ccc(S(=O)(=O)N(C)C)cc3)nnc2SCC(=O)Nc2ccc(F)cc2)c1,10,-18
CCCNC(=O)OCc1cccnc1Sc1ccc(C)cc1,13,-19
Cc1nn(C)c(C)c1-c1c(C#N)c(N)nc2c1CCCCCC2,30,-12
CC1(C)Cc2ccccc2C(NNC(=O)c2cccnc2)=N1,8,-12
COc1cc(/C=C(/NC(=O)c2ccccc2)C(=O)Nc2ccc(O)cc2)c([N+](=O)[O-])cc1OC,26,-8
O=C(NNC(=O)[C@@H]1CCCC[C@@H]1C(=O)O)c1cccs1,42,-11
O=C(CSc1nc2ccccc2c(=O)n1CC1CCCO1)Nc1ccccc1 (configuration not stated),23,-15
CCOC(=O)c1c(/N=C/c2ccc(C)cc2O)sc2c1CCN(C)C2,11,-22
O=C(CNC(=O)c1ccc(Cl)cc1Cl)OCn1nnc2ccccc2c1=O,10,-14
CCCCn1c(SCC(=O)Nc2oc(C)c3c(C)n[nH]c(=O)c23)nc2cc(S(N)(=O)=O)ccc21,24,-15

# Compound profiles (already shown):
# `O=C(CNC(=O)c1ccc(Cl)cc1Cl)OCn1nnc2ccccc2c1=O` reads OX1R antag-1 = 10; OX1R antag-2 = -14
# `Cc1nn(C)c(C)c1-c1c(C#N)c(N)nc2c1CCCCCC2` reads OX1R antag-1 = 30; OX1R antag-2 = -12

# (cont.)
SMILES,OX1R antag-1,OX1R antag-2
CCC(C)c1ccc(NC(=O)NCCN2CCCCC2)cc1 (configuration not stated),14,-17
CCc1nc(SCC(=O)c2cccc([N+](=O)[O-])c2)n[nH]1,51,-11
CCOC(=O)C1=C(O)C(=O)N(c2ccc(S(N)(=O)=O)cc2)C1c1ccc(Cl)cc1 (configuration not stated),8,-14
Cc1nnc(NC(=O)CN2C(=O)NC3(CCCC3)C2=O)s1,12,-5
COc1cc(/C=N/N=C2/NC(=O)C(CC(=O)O)S2)ccc1OCc1cccc(Cl)c1 (configuration not stated),20,-19
CCOc1ccc(/C=N/NC(=O)CC(=O)Nc2ccc(Cl)c(Cl)c2)cc1,2,-5
CC(=O)Nc1cccc(OCC(=O)NCCC2=CCCCC2)c1,31,-23
CC(=O)Nc1ccc2c3c(cccc13)C(=O)N(c1ccccc1)C2=O,110*,-13
Cc1ccc(OCCC(=O)OCC(=O)Nc2c(C)nn(-c3ccccc3)c2C)cc1,19,-22
CCOC(=O)c1ccc(NC(=O)CCOc2ccccc2)cc1,14,2
C=CCSc1nnc(NC(=O)C2CSC3(C)CCC(=O)N23)s1 (configuration not stated),12,-30
CN(C)CCCN1c2ccccc2CCc2ccccc21,11,-10
C=CCc1c(C)nc(C)nc1N/N=C/c1ccc(F)cc1,17,-25
C=CCNC(=O)C1=NN(c2c(F)c(F)cc(F)c2F)C(=O)CC1,-6,-8
Cc1ccc(NS(=O)(=O)c2ccc(/C=C/C(=O)O)cc2)cc1Cl,-3,-7
COc1cccc(CNc2ccc3[nH]c(=O)[nH]c3c2)c1OCc1ccccc1Cl,20,-9
CC(C)=CCCC(C)CN1CCC(N2CCC(C(=O)N3CCCC3)CC2)CC1 (configuration not stated),3,-15
CCNc1nc(Oc2ccc(C(=O)OC)cc2)nc(N2CCOCC2)n1,8,-11
C#C[C@]1(O)CC[C@H]2[C@@H]3[C@H](C)CC4=C(CCC(=O)C4)[C@H]3CC[C@@]21C,34,-11
C/C(=N\O)C(=O)NCCN1CCCCC1,23,-5
CCNC(=S)N1C2CCC1CC(NC(=O)NC1CCCCC1)C2 (configuration not stated),6,2
COC(=O)CCN1CCN(S(=O)(=O)c2ccccc2Br)CC1,20,-2
O=C(c1ccc(-n2cncn2)c([N+](=O)[O-])c1)N1CCN(S(=O)(=O)c2ccc(F)c(F)c2)CC1,10,-18
CC(C)=CC1C(C(=O)NCCOc2ccccc2)C1(C)C (configuration not stated),21,-17
CCCn1c(C)cc(C(=O)COc2ccc(-c3nnco3)cc2)c1C,26,-10
COC(=O)C1=C(C)n2nnnc2NC1c1cc2ccccc2o1 (configuration not stated),2,-37
C=CCNC(=O)N1CCc2[nH]c3ccc(F)cc3c2C1,8,-11
O=C(c1ccco1)N1CCN(C(=O)c2cn(-c3ccccc3)nc2-c2ccccc2)CC1,1,-22
Cc1cc(C)cc(NC(=O)CSc2nnc(-c3ccccc3C)o2)c1,7,-17
Cc1ccc(-n2c(SCc3cn4ccsc4n3)nc3ccccc3c2=O)cc1,40,-26
COc1ccc(NS(=O)(=O)c2cn(C)cn2)cc1Cl,8,4
OC(CN1CCCC(C(F)(F)F)C1)c1ccccc1 (configuration not stated),12,-1
Cc1cc(C(=O)N2CCN(S(=O)(=O)c3ccccc3)CC2)c(C)o1,-7,-16
Cc1nnc(SCC(=O)NC(=O)Nc2ccc3c(c2)OCCO3)n1N,16,4
COc1cc(C(=O)OCC(=O)Nc2cccc(S(=O)(=O)N3CCCC3)c2)ccc1OCC(C)C,10,-14
O=C(CN1CCN(S(=O)(=O)c2cccc(F)c2)CC1)NCC1(N2CCOCC2)CCCCC1,-4,-28
Cc1ccc(-c2cc(C(=O)N3CC(C)OC(C)C3)c3ccccc3n2)o1 (configuration not stated),17,-23
O=C(CCCN1C(=O)[C@H]2CC=CC[C@H]2C1=O)NCc1nc(-c2ccc(Cl)cc2)no1,8,-26
COc1ccc(S(=O)(=O)N2CCC(C(=O)Nc3cc(Cl)ccc3N3CCOCC3)CC2)cc1OC,9,-30
COc1ccc(C(=O)CSc2nnc(C3CCCCC3)n2N)c(OC)c1,4,-14
CC(C)(C)c1n[nH]c(=S)n(N)c1=O,1,-5
COC(=O)CCCCCCCCC(O)CN1CCCCC1 (configuration not stated),11,-7
CCCC(C)c1nnc(NC(=O)COc2ccc3c(c2)OCO3)s1 (configuration not stated),2,-76
Cc1nn(-c2ccccc2)c(C)c1NC(=O)COc1ccc(Br)cc1Cl,0,-28
O=P(c1ccccc1)(c1ccccc1)C(O)c1ccccn1 (configuration not stated),10,-10
O=C(NNC(=O)c1ccc2c(=O)n3c(nc2c1)CCC3)c1ccc(Cl)cc1,1,-6
COc1ccc(-n2nc3c(=O)[nH][nH]c3cc2=O)cc1,45,-6
O=c1[nH]c(C2CCCN(S(=O)(=O)c3ccccc3F)C2)nc2c1nnn2Cc1ccccc1Cl (configuration not stated),4,-28

# 4 structures already listed, ordered by molecular weight, rising.
SMILES,OX1R antag-1,OX1R antag-2
CC(C)(C)c1n[nH]c(=S)n(N)c1=O,1,-5
COc1ccc(-n2nc3c(=O)[nH][nH]c3cc2=O)cc1,45,-6
O=P(c1ccccc1)(c1ccccc1)C(O)c1ccccn1 (configuration not stated),10,-10
COc1ccc(C(=O)CSc2nnc(C3CCCCC3)n2N)c(OC)c1,4,-14

# More results follow:
SMILES,OX1R antag-1,OX1R antag-2
COCCn1c(CN2CCC(Cc3ccccc3)CC2)nc2c1c(=O)n(C)c(=O)n2C,22,-20
Cc1ccc(SCc2cc(=O)[nH]c(N3CCN(Cc4ccccc4)CC3)n2)cc1,15,-19
CSc1nc(N)n(-c2cc(C(F)(F)F)ccn2)n1,33,-4
c1ccc(Cn2nnnc2C(c2ccncc2)N2CCOCC2)cc1 (configuration not stated),6,-14
C=CCc1ccc(OCC(O)COc2ccc(CC=C)cc2OC)c(OC)c1,9,-11
